TRPN1 ag = agonists of zebrafish TRPN1 channel. HEK293 zebrafish TRPN1-YFP, Fluo-8 calcium fluorescence; 100% = response to 87 µM carbachol. activation, % at 3 µM. hit rate 0.18% among 220,000;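 active = activation above its plate's cutoff, the mean activation of test wells on that plate plus 3 SD, cut at about 19% in these data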;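 note: 0% = DMSO alone and 100% = 87 µM carbachol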
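Material: zebrafish TRPN1-YFP in HEK293 cells; Doses: single test compound dose, 3 µM nominal, 0.3% DMSO; Timing: dye loading 1 h at 37 °C, then 30 min room temperature; Technique: intracellular calcium fluorescence with Fluo-8; Benchmarks: high carbachol 87 µM, low DMSO alone.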
TRPML3 ag = activates the human TRPML3 channel; Q8TDD5; HEK293 TRPML3-YFP, Fluo-8 calcium fluorescence; 100% = the carbachol control signal; activation, % at 3 µM; hit rate 0.29% among 220,000; AID 1448;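 active = activation above its plate's cutoff, the mean activation of the plate's test wells plus 3 SD, cut at about 12% in these data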;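 note: 0% = DMSO only wells and 100% = carbachol wells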
Target sequence (Q8TDD5 whole entry, looked up): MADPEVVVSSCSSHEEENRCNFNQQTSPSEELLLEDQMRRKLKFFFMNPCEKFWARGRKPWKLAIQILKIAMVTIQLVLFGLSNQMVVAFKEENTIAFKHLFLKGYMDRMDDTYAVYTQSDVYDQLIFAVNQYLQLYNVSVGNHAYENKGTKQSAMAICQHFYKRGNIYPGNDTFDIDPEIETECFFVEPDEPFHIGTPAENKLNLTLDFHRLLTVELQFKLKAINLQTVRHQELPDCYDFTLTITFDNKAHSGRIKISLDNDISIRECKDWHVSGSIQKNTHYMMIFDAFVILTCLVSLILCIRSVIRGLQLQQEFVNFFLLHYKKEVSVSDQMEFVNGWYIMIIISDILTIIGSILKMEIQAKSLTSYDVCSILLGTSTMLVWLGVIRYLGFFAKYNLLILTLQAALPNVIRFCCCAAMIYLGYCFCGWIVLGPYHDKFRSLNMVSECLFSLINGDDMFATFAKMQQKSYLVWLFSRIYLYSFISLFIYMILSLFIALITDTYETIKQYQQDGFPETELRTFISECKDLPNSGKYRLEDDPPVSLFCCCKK
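Test system: TRPML3-YFP stable HEK293 cells. Doses: single point at 3 µM. Incubation: dye loading 1 h 37 °C then 30 min ambient, 125 s read. Signal: Fluo-8 calcium dye fluorescence, ex 470-495, em 515-575 nm. Measure: percent activation from peak-to-basal fluorescence ratio, scaled between DMSO and carbachol.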
NPY Y1 blocker = antagonists of human neuropeptide Y receptor Y1; P25929; HEK293-CNG Y1 cells, membrane potential fluorescence; NPY at EC95, then isoproterenol; inhibition, % at 3.6 µM; hit rate 1% among 200,000;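 active = inhibition above the campaign mean inhibition of all tested compounds plus 3 SD, cut at about 20% in these data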;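 note: 0% = DMSO wells given NPY plus isoproterenol and 100% = isoproterenol alone without NPY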
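Assay system: HEK293 cells with Y1 receptor plus CNG channel | Probe or stimulus: NPY (25 nM), isoproterenol (1 µM), Ro 20-1724 (25 µM) | Timing: Compound incubation 1 h at room temperature, readout 45 min post-stimulation | Measured by: Membrane-potential fluorescent dye readout | Benchmarks: High control isoproterenol alone, low control NPY with isoproterenol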
PPC-1+TRAIL kill = PPC-1 cancer cell killing with TRAIL present; PPC-1 cells + TRAIL, ATPLite viability luminescence; cell killing (% activity), % at 4 µM; hit rate 0.41% among 220,000;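 active = cell killing above 50% in the first pass at 4 µM, then a duplicate retest at 5 µM averaging 50% or more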;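 note: plate controls were cells with TRAIL plus DMSO for no effect and medium-only wells lacking cells for full effect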
14-3-3 Bad PPI = disrupts binding of bovine 14-3-3 zeta to phospho-Bad peptide | P63103 | TR-FRET 14-3-3zeta/Dy647-pBad peptide displacement, 1 h | inhibition, % at 21.7 µM | hit rate 0.71% among 220,000;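 active = inhibition above about 70%, limit read from the data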;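 note: 0% = full 14-3-3 plus peptide FRET controls and 100% = background without 14-3-3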
Target sequence (P63103 whole entry, looked up): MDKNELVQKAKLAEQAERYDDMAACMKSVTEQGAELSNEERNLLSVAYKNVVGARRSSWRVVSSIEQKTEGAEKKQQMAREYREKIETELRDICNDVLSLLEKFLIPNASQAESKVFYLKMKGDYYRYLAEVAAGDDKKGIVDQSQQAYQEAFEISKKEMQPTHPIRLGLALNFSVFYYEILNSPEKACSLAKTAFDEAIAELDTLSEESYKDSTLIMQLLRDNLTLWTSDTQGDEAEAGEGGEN
NPY1 pot ag = human NPY-Y1 potentiation or agonism, primary screen. P25929. NPY-Y1 expressing cells, potentiator/agonist activation. activation, % at 3.6 µM. hit rate 0.37% among 220,000; in the data active = activation above about 33%, passing the limit was not always enough;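 note: cells stimulated with NPY at EC10 then isoproterenol at EC100; 0% = low agonist plus stimulus and 100% = saturating agonist plus stimulus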
PGE2 EP2 inh = inhibitors of human EP2 prostaglandin E2 receptor; C6 glioma cells expressing human EP2, cAMP TR-FRET; cells stimulated with saturating PGE2; hit rate 0.52% among 260,000; inhibition, % at 25 µM; AID 1422; P43116;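 active = percent inhibition above 40 after rounding to a whole number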;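 note: rat C6 glioma host cells with rolipram phosphodiesterase inhibitor present; the protocol text gives 20 µM as final concentration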
CHOP inhibitor = CHOP inhibition in unfolded protein response; inhibition, % at 10 µM; hit rate 3.8% among 220,000; CHO-K1 CHOP-promoter luciferase, tunicamycin-induced, 15-18 h;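 active = compounds that reduced the stress-induced luciferase reporter signal by more than about 70% of percent inhibition, limit read from the data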;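 note: 0% = tunicamycin plus vehicle and 100% = wells without tunicamycin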
EP2 mod = EP2 receptor (human) modulation | induction, % at 25 µM | hit rate 0.83% among 260,000 | P43116 | EP2-expressing cells, cAMP HTRF FRET, PGE2 co-stimulation;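 active = compounds whose cAMP rise, as percent of the full-agonist control response, exceeds 60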;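 note: rat C6 glioma line stably carrying human EP2 under a CMV promoter; the protocol text gives 20 µM as final concentration; 100% = response of wells given 1 µM PGE2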
Active calls of the source: *; & = joins results of further samples; [ ] = dose if it differs, or a comment. An excerpt, so the mix of outcomes need not match the whole.

Cc1ccc(N2C(=O)c3cccc4c(N)ccc(c34)C2=O)c2cccnc12 was read as TRPN1 ag 182*, TRPML3 ag 28*, PPC-1+TRAIL kill 1, 14-3-3 Bad PPI 3, NPY1 pot ag 10, PGE2 EP2 inh 5, CHOP inhibitor -39 and EP2 mod 8.
`O=C(Nc1ccc2nccnc2c1)c1ccco1` gave TRPN1 ag -0.1, TRPML3 ag 0.3, NPY Y1 blocker -6, PPC-1+TRAIL kill 5, 14-3-3 Bad PPI 4, NPY1 pot ag -7, PGE2 EP2 inh 8, CHOP inhibitor -10 and EP2 mod -9.
`O=C(CCn1cnc2ccccc2c1=O)Nc1ccc(S(=O)(=O)N2CCCC2)cc1` gave TRPN1 ag -0.7, TRPML3 ag 1.1, NPY Y1 blocker 4, PPC-1+TRAIL kill 18, 14-3-3 Bad PPI 1, NPY1 pot ag 9, PGE2 EP2 inh 13&9, CHOP inhibitor 50 and EP2 mod 12&-4.
`CC(C)C(=O)Nc1cccc(C(=O)NCc2ccc3c(c2)OCO3)c1` gave TRPN1 ag 0.8, TRPML3 ag 0.1, NPY Y1 blocker 0, PPC-1+TRAIL kill 10, 14-3-3 Bad PPI -10[fluorescence artefact?], NPY1 pot ag -4, PGE2 EP2 inh 4, CHOP inhibitor 30 and EP2 mod -5.
CCn1c(O)c(/C=C2\C=Nc3ccccc32)sc1=Nc1ccc(C)cc1 was read as TRPN1 ag -1.4, TRPML3 ag -0.1, NPY Y1 blocker 3, PPC-1+TRAIL kill 5, 14-3-3 Bad PPI 0, NPY1 pot ag 12, PGE2 EP2 inh 14, CHOP inhibitor 44 and EP2 mod -5.
For CCOc1ccc2nc(NC(=O)CN3CCC(n4nnc5cc(F)ccc54)CC3)sc2c1 the results were TRPN1 ag 2.6, TRPML3 ag 0.1, NPY Y1 blocker -4, PPC-1+TRAIL kill 17, 14-3-3 Bad PPI -11, NPY1 pot ag 14, PGE2 EP2 inh 4, CHOP inhibitor 49 and EP2 mod -72.
For CCN(CC)c1ccc(CNCc2cccs2)cc1 the results were TRPN1 ag 0.7, TRPML3 ag -0.3, NPY Y1 blocker 2, PPC-1+TRAIL kill 20, 14-3-3 Bad PPI 5, NPY1 pot ag 3, PGE2 EP2 inh 18, CHOP inhibitor 14 and EP2 mod -38.
CC(c1ccon1)N(C)C(=O)CCc1nnc(Cc2ccc(-c3ccccc3)cc2)o1 (configuration not stated) was read as TRPN1 ag 0.5, TRPML3 ag 1.5, NPY Y1 blocker 3, PPC-1+TRAIL kill 13, 14-3-3 Bad PPI -5, NPY1 pot ag 15, PGE2 EP2 inh 12, CHOP inhibitor 10 and EP2 mod 12.
`OCCNc1nc2ccccc2n1-c1ccccc1` gave TRPN1 ag -1.1, TRPML3 ag 0.9, NPY Y1 blocker -2, PPC-1+TRAIL kill 12, 14-3-3 Bad PPI -11, NPY1 pot ag -15, PGE2 EP2 inh 8, CHOP inhibitor -6 and EP2 mod 21.
Screening Cc1c(C(=O)O)sc(=S)n1-c1ccc(Cl)cc1 returned TRPN1 ag 0.3, TRPML3 ag -0.6, NPY Y1 blocker 8, PPC-1+TRAIL kill 11, 14-3-3 Bad PPI 10, NPY1 pot ag -13, PGE2 EP2 inh 7, CHOP inhibitor 36 and EP2 mod 10.
`Cc1ccc(C(=O)CC2(O)C(=O)N(C)c3ccccc32)s1` (configuration not stated) gave TRPN1 ag -0.4, TRPML3 ag 1.0, NPY Y1 blocker 3, PPC-1+TRAIL kill 36, 14-3-3 Bad PPI -6, NPY1 pot ag -6, PGE2 EP2 inh 1, CHOP inhibitor -5 and EP2 mod -2.
CCNc1nc(Oc2ccc(C(=O)OC)cc2)nc(N(C)C)n1 was read as TRPN1 ag 0.1, TRPML3 ag -0.2, NPY Y1 blocker -2, PPC-1+TRAIL kill 0, 14-3-3 Bad PPI 2, NPY1 pot ag -28, PGE2 EP2 inh 7, CHOP inhibitor 30 and EP2 mod 35.

Reprinted from the results shown (2 entries):
Screening Cc1c(C(=O)O)sc(=S)n1-c1ccc(Cl)cc1 returned TRPN1 ag 0.3, TRPML3 ag -0.6, NPY Y1 blocker 8, PPC-1+TRAIL kill 11, 14-3-3 Bad PPI 10, NPY1 pot ag -13, PGE2 EP2 inh 7, CHOP inhibitor 36 and EP2 mod 10.
`Cc1ccc(C(=O)CC2(O)C(=O)N(C)c3ccccc32)s1` (configuration not stated) gave TRPN1 ag -0.4, TRPML3 ag 1.0, NPY Y1 blocker 3, PPC-1+TRAIL kill 36, 14-3-3 Bad PPI -6, NPY1 pot ag -6, PGE2 EP2 inh 1, CHOP inhibitor -5 and EP2 mod -2.

Carrying on:
`CC(C(=O)NCC1CCCO1)N(C(=O)c1snc(C(N)=O)c1N)c1ccccc1` (configuration not stated) gave TRPN1 ag 1.0, TRPML3 ag 0.0, NPY Y1 blocker 7, PPC-1+TRAIL kill 13, 14-3-3 Bad PPI -4, NPY1 pot ag -2, PGE2 EP2 inh 2, CHOP inhibitor 15 and EP2 mod 8.
`CSC1=NCCN1C(=O)Cc1ccc(-c2ccccc2)cc1` gave TRPN1 ag 2.2, TRPML3 ag 0.8, NPY Y1 blocker 6, PPC-1+TRAIL kill 17, 14-3-3 Bad PPI -11, NPY1 pot ag 9, PGE2 EP2 inh 7, CHOP inhibitor 15 and EP2 mod -66.
Screening Cc1cc(NC2CCCCC2)nc(-c2ccccc2O)n1 returned TRPN1 ag -2.0, TRPML3 ag -0.3, NPY Y1 blocker 6, PPC-1+TRAIL kill 1, 14-3-3 Bad PPI 22, NPY1 pot ag -3, PGE2 EP2 inh 19, CHOP inhibitor 87* and EP2 mod 7.
`CCCN1C2=NCCN2c2ccccc21` gave TRPN1 ag 1.2, TRPML3 ag 0.8, NPY Y1 blocker -7, PPC-1+TRAIL kill -5, 14-3-3 Bad PPI 13[fluorescence artefact?], NPY1 pot ag 2, PGE2 EP2 inh 10, CHOP inhibitor -6 and EP2 mod 6.
`CCCn1c(-c2ccc(OC)cc2)nc2ccccc21` gave TRPN1 ag -0.7, TRPML3 ag -1.5, NPY Y1 blocker 7, PPC-1+TRAIL kill 11, 14-3-3 Bad PPI 1, NPY1 pot ag 11, PGE2 EP2 inh 6, CHOP inhibitor 8 and EP2 mod 38.
`CCOC(=O)c1cnc2c(-c3ccccc3)cnn2c1N` gave TRPN1 ag -1.6, TRPML3 ag -0.7, NPY Y1 blocker 5, PPC-1+TRAIL kill 53*[5 µM], 14-3-3 Bad PPI 14, NPY1 pot ag -14, PGE2 EP2 inh 1, CHOP inhibitor 80* and EP2 mod 23.
CCOC(=O)CSc1nnc(-c2ccccc2)c(=O)[nH]1 was read as TRPN1 ag -0.4, TRPML3 ag 0.6, NPY Y1 blocker 2, PPC-1+TRAIL kill -12, 14-3-3 Bad PPI -1, NPY1 pot ag 14, PGE2 EP2 inh 9, CHOP inhibitor -6 and EP2 mod 23.
For Cc1ccc(C(=O)Nc2ccc(OCc3ccccc3)cc2)cc1[N+](=O)[O-] the results were TRPN1 ag 0.3, TRPML3 ag 0.0, NPY Y1 blocker 1, PPC-1+TRAIL kill 10, 14-3-3 Bad PPI -8, NPY1 pot ag 12, PGE2 EP2 inh 5, CHOP inhibitor 55 and EP2 mod 3.
`CS(=O)(=O)N(CC(=O)NCCSc1ccccn1)c1cccc2ccccc12` gave TRPN1 ag 1.3, TRPML3 ag 0.9, NPY Y1 blocker -1, PPC-1+TRAIL kill 25, 14-3-3 Bad PPI -14[fluorescence artefact?], NPY1 pot ag -33, PGE2 EP2 inh 8, CHOP inhibitor 4 and EP2 mod -10.
Screening O=C(Nc1ccccc1)c1cccc(C(F)(F)F)c1 returned TRPN1 ag 0.2, TRPML3 ag 0.1, NPY Y1 blocker 3, PPC-1+TRAIL kill -3, 14-3-3 Bad PPI 1, NPY1 pot ag -12, PGE2 EP2 inh 1, CHOP inhibitor 11 and EP2 mod -13.
CC(=O)c1c(C)[nH]c(C(=O)COc2ccc(C#N)cc2)c1C was read as TRPN1 ag 0.6, TRPML3 ag 2.1, NPY Y1 blocker 1, PPC-1+TRAIL kill 24, 14-3-3 Bad PPI 36[fluorescence artefact?], NPY1 pot ag 11, PGE2 EP2 inh 0, CHOP inhibitor 17 and EP2 mod 3.
For O=c1[nH]cnc2nc3n(c12)CCCCC3 the results were TRPN1 ag -0.7, TRPML3 ag 0.3, NPY Y1 blocker -1, PPC-1+TRAIL kill 9, 14-3-3 Bad PPI -6, NPY1 pot ag -2, PGE2 EP2 inh 7, CHOP inhibitor 4 and EP2 mod -9.
`COc1ccc(CCn2ccc(O)c(Cc3c(F)cccc3Cl)c2=O)cc1OC` gave TRPN1 ag 1.4, TRPML3 ag 1.1, NPY Y1 blocker -2, PPC-1+TRAIL kill 29, 14-3-3 Bad PPI -25, NPY1 pot ag -2, PGE2 EP2 inh 7, CHOP inhibitor 6 and EP2 mod 35.
COc1cccc2c1OCC([C@@H]1C[C@H]3CN(Cc4cccc(Cl)c4)C(=O)[C@]34CCCN14)=C2 was read as TRPN1 ag -1.6, TRPML3 ag -0.5, NPY Y1 blocker 10, PPC-1+TRAIL kill 11, 14-3-3 Bad PPI 7, NPY1 pot ag 7, PGE2 EP2 inh 7, CHOP inhibitor 4 and EP2 mod -5.
Screening Cc1cccc(NC(=O)CSc2nnc(-c3ccc(S(=O)(=O)N4CCCC4)cc3)o2)c1 returned TRPN1 ag 0.2, TRPML3 ag 0.7, NPY Y1 blocker 1, PPC-1+TRAIL kill 28, 14-3-3 Bad PPI -13, NPY1 pot ag 3, PGE2 EP2 inh 7, CHOP inhibitor -8 and EP2 mod 5.
CCN(CC)S(=O)(=O)c1cc(-c2nnc(-c3ccc(Br)cc3)o2)ccc1Cl was read as TRPN1 ag 1.1, TRPML3 ag 0.4, NPY Y1 blocker 5, PPC-1+TRAIL kill 5, 14-3-3 Bad PPI -1, NPY1 pot ag 10, PGE2 EP2 inh 19, CHOP inhibitor -1 and EP2 mod 60.
`CCn1c(SCC(=O)NCc2ccccc2)nnc1-c1c[nH]c2ccccc12` gave TRPN1 ag 1.2, TRPML3 ag -0.1, NPY Y1 blocker 4, PPC-1+TRAIL kill 10, 14-3-3 Bad PPI -12, NPY1 pot ag -4, PGE2 EP2 inh 2, CHOP inhibitor 36 and EP2 mod 7.
COc1ccc(OCCCC(=O)Nc2ncn[nH]2)cc1 was read as TRPN1 ag 0.6, TRPML3 ag 1.3, NPY Y1 blocker -2, PPC-1+TRAIL kill -11, 14-3-3 Bad PPI -14, NPY1 pot ag -1, PGE2 EP2 inh 12, CHOP inhibitor -4 and EP2 mod 24.

Screening data deposited in PubChem BioAssay by several laboratories.
